GSH bead fluor: compound fluorescence on glutathione beads, profiling panel, artefact control, biophysical, 488/530 nm, flow cytometry | fluorescence (KMESF) at 10 µM | AID 1776, 2009 | GSH beads flow cytometry, compound fluorescence 488/530 nm; stronger effect = higher value | 0.25% of 190,000 active; in the data active = fluorescence above about 89;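 note: glutathione beads carrying GST-tagged Bcl family fusion proteins plus one bare bead set; values are compound well signal with DMSO vehicle wells as background; inactives centre near 16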
Bim-Bcl-B: inhibitors of Bim-Bcl-B binding, primary screen, biochemical, multiplexed, human Bcl-2 family | Bcl-2-like protein 10 (Homo sapiens), Q9HD36 | bead-based flow cytometry, Bim peptide-Bcl-B binding | inhibition, % at 10 µM | 0.073% of 190,000 active;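 note: 0% = tracer peptide without compound and 100% = reference inhibitor peptide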
Target sequence (Q9HD36 whole entry, looked up): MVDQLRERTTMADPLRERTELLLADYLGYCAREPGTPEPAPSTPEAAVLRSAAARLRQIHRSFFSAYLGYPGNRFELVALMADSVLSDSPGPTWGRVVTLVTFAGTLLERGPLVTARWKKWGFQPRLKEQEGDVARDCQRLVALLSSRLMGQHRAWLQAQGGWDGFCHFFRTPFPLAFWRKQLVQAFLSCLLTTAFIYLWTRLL
RGS7-Gao reg: RGS7-Galphao binding modulators, primary screen, biochemical, multiplexed bead flow cytometry; actives lie on both sides; binding response (% of control), % at 10 µM; 0.35% of 220,000 active; AID 1439, 2008; in the data active = binding response below about 49% or above about 150%; inconclusive = no clear call, values can overlap the other calls; inactive = in between;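 note: fluorescent Galphao held in activated GDP-AlF4 state binding bead-coupled RGS7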
Target sequence (P09471 whole entry, looked up): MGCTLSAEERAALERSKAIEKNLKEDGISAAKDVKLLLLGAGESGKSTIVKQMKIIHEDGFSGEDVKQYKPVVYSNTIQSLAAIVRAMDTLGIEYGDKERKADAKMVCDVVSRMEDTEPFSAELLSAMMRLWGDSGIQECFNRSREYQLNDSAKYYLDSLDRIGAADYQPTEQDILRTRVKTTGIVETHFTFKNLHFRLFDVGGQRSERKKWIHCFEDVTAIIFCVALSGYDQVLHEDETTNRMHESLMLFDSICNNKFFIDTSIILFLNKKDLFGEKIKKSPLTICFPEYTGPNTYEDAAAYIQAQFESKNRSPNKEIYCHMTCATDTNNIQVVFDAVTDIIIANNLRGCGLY
Bcl-XL Bim block: inhibitors of Bim-Bcl-XL binding, primary screen, biochemical, multiplexed, bead flow cytometry, human Bcl-XL. Bim peptide-Bcl-XL binding, fluorescence. inhibition, % at 10 µM. AID 1007, 2008. 0.04% of 190,000 active. Bcl-2-like protein 1 (Homo sapiens), Q07817
Avidin fluor: green autofluorescence of compounds with avidin beads – biophysical, 488/530 nm, flow cytometry, artefact control, profiling panel; compound fluorescence 488/530 nm; stronger effect = higher value; 0.38% of 220,000 active; fluorescence (KMESF) at 10 µM; in the data active = fluorescence above about 47; note: inactives centre near 10
Bim-Bfl-1: inhibitors of Bim binding to Bfl-1, primary screen, biochemical, multiplexed, bead-based flow cytometry; 0.12% of 190,000 active; Bim-Bfl-1 binding inhibition; AID 1008, 2008; inhibition, % at 10 µM; Bcl-2-related protein A1 (Homo sapiens), Q16548;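 note: 0% = wells without compound plus tracer and 100% = blocker peptide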
Bcl-2 Bim block: inhibitors of Bim-Bcl-2 binding, primary screen, biochemical, multiplexed, human Bcl-2 family. Apoptosis regulator Bcl-2 (Homo sapiens), P10415. Bead-based flow cytometry, Bim peptide-Bcl-2 binding. inhibition, % at 10 µM. 0.06% of 190,000 active; in the data active = inhibition above about 40%; inconclusive = no clear call, values can overlap the other calls;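 note: 0% = no compound wells with probe peptide and 100% = reference peptide inhibitor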
Target sequence (P10415 whole entry, looked up): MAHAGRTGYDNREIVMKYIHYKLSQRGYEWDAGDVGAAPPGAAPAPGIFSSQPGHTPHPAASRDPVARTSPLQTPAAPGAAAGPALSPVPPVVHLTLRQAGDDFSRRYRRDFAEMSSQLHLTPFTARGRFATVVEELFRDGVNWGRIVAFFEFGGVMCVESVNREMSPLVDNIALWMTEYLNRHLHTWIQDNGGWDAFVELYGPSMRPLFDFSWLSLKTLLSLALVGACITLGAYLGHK
ABCB1 block: ABCB1 efflux pump inhibitors, primary screen, cell-based, multiplex, flow cytometry, ABCG2 counter-screen; CCRF-Adr cells, JC-1 efflux; ATP-dependent translocase ABCB1 (Homo sapiens), P08183; 0.067% of 190,000 active; inhibition, % at 6.6 µM; in the data active = inhibition above about 40%;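 note: 0% = vehicle and 100% = reference inhibitor; higher value means more JC-1 retained so stronger ABCB1 efflux block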
RGS4-Gao reg: modulators of RGS4 binding to Galphao, primary screen, biochemical, multiplexed bead flow cytometry | Guanine nucleotide-binding protein G(o) subunit alpha (Homo sapiens), P09471 | actives lie on both sides | binding response (% of control), % at 10 µM | 0.33% of 220,000 active; in the data active = binding response below about 49% or above about 150%; inactive = in between;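 note: fluorescent Galphao activated with aluminum fluoride binding bead-coupled RGS4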
ABCG2 block: ABCG2 efflux pump inhibitors, primary screen, multiplex with ABCB1, IgMXP3 cells, flow cytometry. JC-1 efflux. inhibition, % at 6.6 µM. 0.1% of 190,000 active;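 active = inhibition above 80%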;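 note: 0% = DMSO and 100% = nicardipine control wells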
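test system = two drug-resistant human cell lines, ABCG2 and ABCB1 | amount = 3 million cells/mL final, two lines in 1:1 ratio | reagent = JC-1 transporter substrate | doses = one concentration, 6.6 µM final | incubation = 10 min at 25 °C | signal = flow cytometric JC-1 green MFI at 530 nm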
Bim-Bcl-W: inhibitors of Bim binding to Bcl-W, primary screen, biochemical, multiplexed, bead-based flow cytometry; Bim peptide-Bcl-W binding; inhibition, % at 10 µM; Bcl-2-like protein 2 (Homo sapiens), Q92843; 0.02% of 190,000 active;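 note: 0% = bound tracer without compound and 100% = peptide blocker; higher means less fluorescent Bim peptide bound to Bcl-W beads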
Target sequence (Q92843 whole entry, looked up): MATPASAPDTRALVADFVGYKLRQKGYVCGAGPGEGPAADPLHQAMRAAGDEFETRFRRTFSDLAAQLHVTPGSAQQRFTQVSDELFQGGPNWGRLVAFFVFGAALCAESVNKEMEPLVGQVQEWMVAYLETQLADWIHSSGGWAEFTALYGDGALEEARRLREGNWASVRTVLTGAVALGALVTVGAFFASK
* = called active by the depositor; ? = inconclusive; . = not tested or not shown. Cut-off read from the data, not from the text of the source, unless noted: active = inhibition above about 40%.

molecule | GSH bead fluor | Bim-Bcl-B | RGS7-Gao reg | Bcl-XL Bim block | Avidin fluor | Bim-Bfl-1 | Bcl-2 Bim block | ABCB1 block | RGS4-Gao reg | ABCG2 block | Bim-Bcl-W
O=C(Nc1ccccc1)n1ccc(-c2ccc(-n3ccnc3)cc2)n1 | 13 | -3 | 105 | -2 | 11 | -7 | -4 | 0.0 | 105 | 0 | 0
Cc1ccc2[nH]c(=O)cc(C(=O)OC(C)C)c2c1 | 25 | -2 | 97 | 0 | 12 | -1 | -2 | 0.8 | 101 | 9 | 1
O=C(NCCN1C(=O)S/C(=C\c2cccs2)C1=O)c1ccco1 | 7 | -3 | 94 | -2 | 22 | -5 | -2 | 0.4 | 95 | 4 | -4
CC(=O)Nc1ccc(SC(C)C(=O)NC(N)=O)cc1 (stereo unspecified) | 4 | -3 | 99 | -5 | 9 | -11 | -1 | -0.1 | 100 | 0 | -1
O=C(NCCCN1CCCC1)c1ccc(CS(=O)(=O)c2ccc(Br)cc2)o1 | 13 | -5 | 104 | -6 | 5 | -4 | -4 | -0.2 | 102 | -1 | -6
CCOC(=O)CNC(=O)CSc1nc2cccnc2n1CC | 18 | -5 | . | -3 | . | 4 | 5 | -0.3 | . | 0 | -4
CN(C)c1nc(/C=C(\C#N)C(N)=O)c(Cl)n1-c1ccc(F)cc1 | 14 | -1 | ? | 0 | 8 | -3 | -1 | 1.2 | 94 | 2 | -2
[O-]/[N+](=C\c1ccncc1)c1ccc(Br)cc1 | 21 | -6 | 98 | -6 | 3 | -1 | -2 | 0.3 | 97 | 3 | -4
O=C(CN1C(=O)NC2(CCCc3ccccc32)C1=O)NCc1ccco1 (stereo unspecified) | 11 | 0 | 106 | -1 | 6 | 3 | 5 | 0.6 | 102 | 6 | 0
COc1cc(OC)cc(C(=O)Nc2cccc(C(C)=O)c2)c1 | 29 | -5 | 101 | -4 | 15 | -9 | -8 | 1.0 | 101 | 7 | 0
CCC(C)[C@H](NC(=O)Nc1ccc(Oc2ccccc2)cc1)C(=O)O (stereo partly specified) | 9 | 0 | 101 | -1 | 17 | 0 | 2 | 0.5 | 103 | 2 | -1
Cc1nn(Cc2ccc(C(=O)Nc3ccccc3F)cc2)c(C)c1Cl | 20 | -9 | 87 | -5 | 7 | -5 | -3 | 0.6 | 101 | 2 | -1
COc1ccc(C(=O)NN2C(=O)C3C4C=CC(O4)C3C2=O)cc1 (stereo unspecified) | 22 | -2 | 100 | -2 | 9 | -5 | -3 | 0.7 | 97 | 7 | -1
O=C(Cc1cc(=O)[nH][nH]1)N/N=C/c1ccccc1[N+](=O)[O-] | 16 | -5 | 96 | -6 | 7 | -10 | -9 | -1.8 | 96 | -9 | -3
O=C(Nn1cnc2ccccc2c1=O)c1ccccc1Cl | 16 | 4 | 113 | -1 | 6 | 4 | 4 | 0.2 | 117 | 1 | -6
COc1cccc(CNc2ccc(F)c([N+](=O)[O-])c2)c1O | 18 | -8 | ? | -5 | 9 | -6 | -5 | 1.4 | 102 | 16 | -2
Cc1nc2cncc(Br)c2n1C | 23 | -3 | 97 | 2 | 36 | 0 | 1 | 0.7 | 101 | 4 | -1
O=C1C2C3C=CC(C2C(=O)N1C1CCCCC1)C1C2C(=O)N(C4CCCCC4)C(=O)C2C31 (stereo unspecified) | 17 | -8 | 100 | -7 | 15 | -8 | -6 | 1.5 | 98 | 0 | -3
Cc1ccnc(NC2c3ccccc3C(=O)N2Cc2ccccc2Cl)c1 (stereo unspecified) | 19 | -5 | 94 | -6 | 7 | -6 | -10 | -3.1 | 93 | -4 | -1
COC(=O)c1ccc(N2CCN(C)CC2)c(NC(=O)c2cc3ccccc3o2)c1 | 37 | -5 | 97 | 0 | 7 | -6 | -3 | 1.3 | 98 | 4 | 0
CCCN(CC1CC1)C(=O)CSc1nnc(-c2ccco2)n1N | 23 | -4 | 97 | 1 | 10 | -6 | 1 | -0.1 | 94 | 6 | 0
Cn1c(=O)cc(OCCCC(=O)NCCC2=CCCCC2)c2ccccc21 | 11 | -4 | 94 | -3 | 16 | -4 | 0 | 1.2 | 100 | 15 | -1
CCCn1c(=N)n(CC(=O)C(C)(C)C)c2ccccc21 | 20 | -7 | 103 | -3 | 5 | -14 | -6 | 0.0 | 104 | 0 | 1
O=C(Nc1ccc2c(c1)OCCO2)c1cccs1 | 15 | -6 | 103 | -6 | 21 | -10 | -5 | 0.0 | 103 | 4 | -6

Molecules shown so far that have a nitro group on carbon (two):
molecule | GSH bead fluor | Bim-Bcl-B | RGS7-Gao reg | Bcl-XL Bim block | Avidin fluor | Bim-Bfl-1 | Bcl-2 Bim block | ABCB1 block | RGS4-Gao reg | ABCG2 block | Bim-Bcl-W
O=C(Cc1cc(=O)[nH][nH]1)N/N=C/c1ccccc1[N+](=O)[O-] | 16 | -5 | 96 | -6 | 7 | -10 | -9 | -1.8 | 96 | -9 | -3
COc1cccc(CNc2ccc(F)c([N+](=O)[O-])c2)c1O | 18 | -8 | ? | -5 | 9 | -6 | -5 | 1.4 | 102 | 16 | -2

The list continues.
molecule | GSH bead fluor | Bim-Bcl-B | RGS7-Gao reg | Bcl-XL Bim block | Avidin fluor | Bim-Bfl-1 | Bcl-2 Bim block | ABCB1 block | RGS4-Gao reg | ABCG2 block | Bim-Bcl-W
COc1ccc(Cl)cc1N(CC(=O)Nc1ccccc1SC)S(C)(=O)=O | 20 | -3 | 102 | -1 | 8 | -4 | -8 | 1.4 | 105 | 8 | -4
Cn1nc(C(=O)Nc2nc3ccccc3[nH]2)ccc1=O | 13 | 2 | 99 | 0 | 13 | -2 | 0 | 0.6 | 102 | 4 | 1
O=[N+]([O-])c1cc(CN2CCC(O)CC2)ccc1Cl | 11 | 0 | ? | 0 | 9 | -1 | 1 | 0.0 | 99 | -1 | 0
Cc1cc(OCC(=O)O/N=C(\N)c2ccccc2)cc(C)c1Cl | 9 | -3 | 97 | -2 | 15 | -2 | 0 | 1.2 | 100 | 8 | -3
Cc1ccc(S(=O)(=O)Nc2nc3c(s2)C(=O)CC(C)(C)C3)cc1 | 20 | -2 | 104 | -3 | 10 | -11 | -5 | -0.1 | 99 | 0 | -4
Cc1nnc(SCC(=O)Nc2ncc(S(=O)(=O)c3ccc([N+](=O)[O-])cc3)s2)s1 | 20 | -14 | 110 | -11 | 11 | -17 | -5 | 0.6 | 104 | 2 | -8
CCN(CC)CCn1c(NCc2cccc(OC)c2)nc2ccccc21 | 58 | 0 | 102 | -2 | 12 | -5 | -4 | 0.9 | 103 | 2 | 0
CCC(C(=O)OC)(C(=O)OC)c1ccc([N+](=O)[O-])cc1 | 16 | 0 | 101 | 0 | 11 | 6 | 0 | 1.0 | 103 | 11 | 0
Cc1ccc(NCc2nnc(SCC(=O)N3c4ccccc4Sc4ccccc43)o2)c(C)c1 | 13 | -5 | 93 | -6 | 9 | -4 | -4 | 2.1 | 90 | 7 | -1
Clc1ccc(-n2cc(COCc3ccccc3)nn2)cc1 | 12 | -3 | 99 | 1 | 23 | -4 | 0 | 1.1 | 101 | 4 | 0
Clc1ccc(-c2nnc(SCc3cn4ccsc4n3)n2CC2CCCO2)cc1 (stereo unspecified) | 28 | -8 | 100 | -2 | 16 | -11 | -8 | 1.8 | 101 | 5 | 0
COc1ccc(-c2noc(CCCC(=O)O)n2)cc1 | 4 | -3 | 100 | -5 | 8 | -11 | -5 | 0.0 | 100 | 1 | 1
Cc1cc(SCC(=O)N2CCC(c3noc4ccc(F)cc34)CC2)nc2ccccc12 | 12 | -2 | 100 | 1 | 14 | -4 | -4 | 3.2 | 98 | 10 | -2
COc1ccc(CNC(=O)CN(Cc2cccs2)C(=O)CCC(=O)Nc2ccccn2)cc1 | 24 | -8 | 101 | 1 | 6 | -9 | -4 | 0.5 | 99 | 2 | 0
CC12CCC(O)CC1=CCC1C2CCC2(C)C1CCC21CCC(=O)O1 (stereo unspecified) | 3 | 5 | 101 | -4 | 14 | -1 | 0 | 0.2 | 100 | 17 | 0
CC(=O)Oc1ccc(-c2nc(-c3cccnc3)no2)cc1 | 21 | -7 | 99 | -6 | 11 | -13 | -10 | 0.5 | 100 | 9 | -1
O=C(N/N=C/C=C\c1cccc([N+](=O)[O-])c1)c1ccccn1 | 19 | -7 | 114 | -10 | 25 | -6 | -8 | 1.0 | 100 | 33 | -4
O=S(=O)(NCCN1CCOCC1)c1ccc(Cl)s1 | 15 | -3 | ? | 0 | 9 | -7 | -3 | 0.8 | 95 | 5 | 0
COc1cccc(Cn2nnc(C(=O)NCCc3ccc(Cl)cc3)c2N)c1 | 14 | -7 | 98 | -3 | 7 | -7 | -10 | 0.3 | 99 | 3 | -2
CCS(=O)(=O)N1CCC(C(=O)NCc2ccco2)CC1 | 5 | 3 | 94 | 2 | 19 | 0 | 2 | 0.3 | 93 | 2 | 1
COC(=O)C1C(c2ccccc2)NC(=O)NC1(O)C(F)(F)Cl (stereo unspecified) | 16 | 0 | 94 | -1 | 12 | -3 | -3 | 0.0 | 100 | 0 | 0
COc1ccc(C(=O)C2CCN(C(=O)c3ccco3)CC2)cc1 | 41 | -41 | 97 | -17 | 7 | -14 | -23 | -0.5 | 100 | 5 | 0
CC(C)c1ccc(C2C(C#N)=C(N)Oc3c2oc(CO)cc3=O)cc1 (stereo unspecified) | 11 | -5 | 106 | -1 | 15 | -8 | -2 | -0.5 | 105 | 0 | 0
Cc1ccccc1NC(=S)NNC(=O)c1ccncc1 | 13 | -8 | 101 | -3 | 24 | -4 | 0 | 0.5 | 101 | 5 | -1
Cc1cc2cc(CN(Cc3cccs3)C(=S)NCC3CCCO3)c(=O)[nH]c2cc1C (stereo unspecified) | 6 | 4 | 97 | 3 | 13 | 1 | 1 | 3.5 | 95 | 5 | 1
C=CCOc1cccc(C2C(C(=O)c3ccc(C)o3)=C(O)C(=O)N2Cc2ccncc2)c1 (stereo unspecified) | 13 | -1 | 105 | -6 | 9 | -10 | -3 | 0.0 | 110 | -1 | -1
O=S1(=O)CCN2C=Nc3sc4c(c3C2=N1)CCCC4 | 27 | -6 | 96 | -4 | 11 | -18 | -8 | 1.1 | 97 | 30 | -2
CCOc1ccc(N2C(=O)CN(c3cccc4ccccc34)C2=S)cc1 | 16 | -8 | 99 | -2 | 10 | -9 | -1 | 0.6 | 102 | 1 | 0
COc1cnn(-c2cc(Oc3ccc(C)cc3)ncn2)c(=O)c1Cl | 36 | -9 | 98 | -6 | 14 | -15 | -9 | -0.2 | 99 | 28 | 0
CN(CC(=O)O)S(=O)(=O)c1cccs1 | 23 | 0 | 99 | 1 | 14 | 0 | -1 | -0.1 | 100 | 0 | 0
